# Screening data from PubChem.
# bCat KO growth: primary screen for growth suppressors in beta-catenin knockout HCT116 cells (colon tumor, human) | HCT116 beta-catenin knockout viability, CellTiter-Glo, 60 h; stronger effect = lower value | viability, % at 10 µM | AID 818, 2007 | 1.5% of 140,000 active;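 active means viability at or under a set limit, the compound median less 4 SD, cut at about 6% in these data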;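 further: 0% = Hyamine 1622 control at 20 µM and 100% = untreated cell control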
# Yeast life ext: compounds extending yeast replicative lifespan, primary screen, S. cerevisiae, OD615; 0.68% of 130,000 active; inhibition of the nicotinamide effect, % at 10 µM; S. cerevisiae growth with nicotinamide; deaD strain in restrictive glucose medium;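 active means inhibition above a set limit, placed 3 SD over the median of all compounds, cut at about 26% in these data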;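 further: 0% = nicotinamide-treated wells and 100% = cells grown without nicotinamide; some compounds called inactive have numbers as strong as hits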
#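 Material: Modified budding yeast, DeaD strain | Medium: Restrictive glucose medium | Probe or stimulus: 1.5 mM nicotinamide | Dosing: Single dose 10 µM compound, 0.25% DMSO | Times: 48 h at 30 °C | Technique: OD615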
# Yeast growth inh: growth inhibitors of yeast BB579 in restrictive medium, primary screen, yeast lifespan-shortening project, S. cerevisiae. inhibition, % at 10 µM. 0.51% of 140,000 active. OD615, 48 h;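 active means inhibition above a set limit, 3 SD over the mean compound inhibition, cut at about 44% in these data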; further: inactives centre near -24
#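 Test system: S. cerevisiae DeaD strain BB579 yeast; Medium: restrictive CSMM-D medium; Compound: one dose, 10 µM compound with 0.25% DMSO; Incubation: 4 h cell preincubation, 48 h compound exposure, 30 °C humidified; Signal: OD at 615 nm; Benchmarks: amphotericin B at 10 µg/mL as positive control.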
# E-sel TNF inh: E-selectin induction blockers in HUVEC – imaging, immunofluorescence, high content, primary screen | HUVEC TNFa-induced E-selectin immunofluorescence | inhibition, % at 2 µM | 0.71% of 120,000 active | AID 1246, 2008;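 active means inhibition above the batch mean plus 3 SD, and confirmed as a hit on visual image review, cut at about 43% in these data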;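 further: 0% = TNF-stimulated DMSO wells and 100% = unstimulated control wells; not every result past the cut was called active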
# NPY-Y2 antag: NPY-Y2 receptor antagonists, primary screen, cell-based | NPY-Y2 expressing cells, antagonist mode | 0.99% of 140,000 active | Neuropeptide Y receptor type 2 (Homo sapiens), P49146 | inhibition, % at 2.7 µM; in the data active means inhibition above about 17%;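 further: 0% = vehicle with agonist challenge and 100% = reference antagonist with challenge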
# Target sequence (P49146 whole entry, looked up): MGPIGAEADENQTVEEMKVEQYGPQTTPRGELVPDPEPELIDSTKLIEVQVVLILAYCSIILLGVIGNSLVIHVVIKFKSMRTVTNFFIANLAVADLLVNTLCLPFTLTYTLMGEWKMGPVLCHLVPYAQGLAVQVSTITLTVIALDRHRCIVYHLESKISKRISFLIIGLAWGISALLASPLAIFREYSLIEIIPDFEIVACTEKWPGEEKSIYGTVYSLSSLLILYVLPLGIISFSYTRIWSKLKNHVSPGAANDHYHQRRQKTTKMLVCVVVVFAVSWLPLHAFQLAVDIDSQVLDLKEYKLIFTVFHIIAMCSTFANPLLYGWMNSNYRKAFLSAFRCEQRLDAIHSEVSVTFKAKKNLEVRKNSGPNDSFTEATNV
# HCT116 PTEN-null: growth suppression of PTEN-null HCT116, primary screen, cell-based, CellTiter-Glo; HCT116 PTEN-null viability, 60 h; stronger effect = lower value; viability, % at 10 µM; 1.2% of 140,000 active; AID 827, 2007;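 active means viability at or below a set limit, 4 SD under the median of all tested compounds, cut at about 3.7% in these data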;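 further: PTEN knockout HCT116 line with beta catenin targeted HCT116 as companion control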
# Phagocytosis inh: inhibitors of macrophage phagocytosis, primary screen, imaging, J774A.1 cells, IgG beads. J774A.1 macrophage IgG-bead phagocytosis. inhibition, % at 5 µM. 0.07% of 110,000 active. AID 1029, 2008;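 active means inhibition above the mean of the plate negative controls plus 5 SD, cut at about 13% in these data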;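 further: phagocytic index as fraction of beads internalized from green versus red external bead signal; plate controls were DMSO negative control for no effect and cytochalasin-D positive control for full effect; some results beyond the cut were filed as inactive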
# GALR2 blocker: GALR2 antagonists in receptor-expressing cells, primary screen; antagonist mode; inhibition, % at 4 µM; 0.39% of 140,000 active; in the data active means inhibition above about 27%;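 further: cells stimulated with galanin 1-16 at roughly its EC80; 0% = agonist challenge control and 100% = basal control without agonist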
# Target sequence (O43603 whole entry, looked up): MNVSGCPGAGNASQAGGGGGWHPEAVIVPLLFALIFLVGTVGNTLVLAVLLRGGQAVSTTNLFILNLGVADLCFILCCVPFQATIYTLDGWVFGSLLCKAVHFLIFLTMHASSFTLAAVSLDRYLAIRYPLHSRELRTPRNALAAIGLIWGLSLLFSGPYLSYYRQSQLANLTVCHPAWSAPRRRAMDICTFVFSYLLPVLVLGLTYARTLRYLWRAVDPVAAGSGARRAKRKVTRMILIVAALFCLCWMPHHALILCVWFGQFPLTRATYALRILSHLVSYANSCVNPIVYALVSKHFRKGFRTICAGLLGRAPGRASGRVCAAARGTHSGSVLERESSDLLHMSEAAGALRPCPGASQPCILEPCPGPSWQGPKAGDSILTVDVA
# Measles CPE: compounds protecting cells from measles virus cytopathic effect, primary screen, measles RdRp inhibitor project, single point, MLSMR library, absorbance. AID 841, 2007. Measles virus-infected cells, CPE protection. protection (pct of control), % at 4 µM. 1.5% of 140,000 active; in the data active means protection mostly above about 24%, no sharp cut-off; inactive means mostly below about 26%; further: some compounds called inactive have numbers as strong as hits
# MRP1 act: H69AR viability gain despite doxorubicin, primary screen, MRP-1 activator project, H69AR cells, CellTiter-Glo. viability rescue. viability increase, % at 10 µM. 0.61% of 140,000 active;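 active means viability gain under doxorubicin at or above a set limit, the compound median plus 3 SD, cut at about 4.7% in these data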;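 further: MRP-1 overexpressing cells given doxorubicin 25 µM after compound pretreatment; 18-22 h compound pretreatment then 72 h with doxorubicin before readout; 0% = doxorubicin-only wells and 100% = vehicle-treated cells without doxorubicin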
# Numbers without * were called inactive; x = not tested or not shown.
SMILES,bCat KO growth,Yeast life ext,Yeast growth inh,E-sel TNF inh,NPY-Y2 antag,HCT116 PTEN-null,Phagocytosis inh,GALR2 blocker,Measles CPE,MRP1 act
O=C1CCC(C(=O)OCc2cc(Cl)ccc2OC(F)F)N1 (stereo not given),98,-8,-6,14,1,94,-2,-3,5,-0.2
O=C(NC(=S)N1CCN(c2ccc([N+](=O)[O-])cc2Cl)CC1)c1ccco1,73,-2,-10,x,0,75,-12,4,11,-2.6
COc1ccc(NC(=O)Nc2ncccc2C)cc1,96,x,-20,10,3,97,x,1,18,-1.5
COc1cc(/C=C2\C(=O)N(c3ccccc3)N=C2C)ccc1Oc1ccc([N+](=O)[O-])cc1[N+](=O)[O-],69,2,-35,x,0,65,-4,1,7,-4.1
Cc1nnc(NC(=O)CSc2nc3ccccc3o2)s1,96,x,-13,-9,12,102,x,-3,5,0.8
Cc1ccc(Oc2ccc(Cl)cc2NC(=O)c2ccc(F)cc2F)cc1,87,6,-30,-16,9,86,-7,0,3,-2.5
Cc1cc(=O)[nH]c(N2CCCC2)n1,109,-19,-7,8,-1,104,-2,2,7,-0.4
COc1cccc(NC(=O)C(OC(=O)c2ccc([N+](=O)[O-])o2)c2ccccc2)c1 (stereo not given),87,4,-22,x,3,84,-3,3,8,-1.9
O=C(Cc1cccs1)NCc1ccco1,91,-12,6,18,0,99,-1,-3,19,-0.5
CCOC(=O)C1CCC2(CC1)C(C#N)=C(N)Oc1n[nH]c(C)c12 (stereo not given),98,x,-15,-14,-1,104,x,2,5,-2.0
C/C(=N\NC(=S)NCc1ccccc1)c1ccccc1,86,-2,-21,-4,5,85,-2,-2,15,-2.2
CC(=O)c1cccc(NC(=O)c2cc(-c3ccc(F)cc3)on2)c1,109,-6,-14,x,-2,105,0,-10,2,1.8
N#Cc1ccccc1/C=N/Nc1nc(-c2ccccc2)c2cc(Br)ccc2n1,2.1*,7,-30,7,3,6,x,-8,4,-5.1
Clc1ccc(OCc2cc(-c3ccccc3)no2)c(Cl)c1,77,-17,-13,-14,15,86,0,0,4,0.8
COc1ccnc(CSC(N)=Nc2ccc(F)cc2)c1,49,x,-67,7,1,60,x,-1,15,-2.2
O=c1[nH]cnc2c1c(-c1ccccc1)cn2-c1ccc(F)cc1,88,-8,-20,x,3,86,-2,-4,9,-1.3
O=C(Nc1ccc(Cc2ccc(NC(=O)C3CC3)c(O)c2)cc1O)C1CC1,83,-16,-42,-47,1,94,-1,6,0,-1.6
Brc1cccc(/C=N\n2cnnc2)c1,99,-5,32,16,2,106,x,-6,0,0.9
CCN1CCN(C(c2cccs2)C(C)NS(=O)(=O)c2ccc(F)cc2)CC1 (stereo not given),93,-3,-34,16,1,95,0,4,22,-2.2
COc1ccccc1C(c1nnnn1C(C)(C)C)N1CCN(Cc2ccncc2)CC1 (stereo not given),94,10,-19,x,2,81,x,-1,16,-3.5
CC(C)(C)NC(=O)COC(=O)c1cc(F)c(F)cc1Cl,102,-15,-22,-4,7,99,-1,-5,9,-1.6
N#CCC(=N)N1CCN(c2cccc(Cl)c2)CC1,72,-13,-50,26,5,84,0,15,14,-1.0
N/C(Cc1ccc([N+](=O)[O-])cc1)=N\OC(=O)Cc1ccccc1,88,7,-27,x,7,84,-1,-1,19,-1.8
COC(=O)C1=NN[C@H](C(=O)OC(C)(C)C)[C@H]1c1ccccc1,82,24,-43,-6,3,94,-1,-8,15,-1.9
O=C(O)CC(C(=O)N(c1ccccc1)c1ccccc1)N1CCOCC1 (stereo not given),86,-9,-30,7,1,99,x,8,9,0.2
SMILES,bCat KO growth,Yeast life ext,Yeast growth inh,E-sel TNF inh,NPY-Y2 antag,HCT116 PTEN-null,Phagocytosis inh,GALR2 blocker,Measles CPE,MRP1 act
COc1ccccc1CNC(=O)c1cnccn1,96,-10,-17,x,1,90,0,-18,3,-0.8
Clc1ss/c(=N\c2ccccn2)c1Cl,58,-12,-48,2,5,74,-4,-3,13,-1.1
FC(F)(F)c1cc(N2CCOCC2)nc(-c2ccccc2)n1,88,-6,-26,x,0,91,x,3,2,-1.8
Cc1ccc2oc(-c3cccc(NC(=O)c4ccc(Br)o4)c3)nc2c1,91,-2,-65,6,3,79,-1,5,11,-1.1
Nc1ccc(O)c2c(=O)cc(-c3ccccc3Cl)oc12,99,-4,-43,-18,1,94,x,-5,20,-1.8
CCC(c1nnnn1CCOC)N(Cc1cc2c(C)cc(C)cc2[nH]c1=O)CC1CCCO1 (stereo not given),68,-26,-11,-22,-2,73,x,-2,2,-4.2
O=S(=O)(Nc1nc2ccccc2nc1NCc1ccco1)c1cccs1,22,13,-21,1,8,31,0,1,8,-7.2
Cc1c(-c2ccccc2)sc(Br)c1C(=O)N1CCOCC1,101,-7,-18,5,5,94,0,4,3,-0.1
S=c1[nH]nc(-c2ccco2)n1/N=C/c1ccc(Cl)cc1,99,-5,0,22,-1,91,-3,8,16,-1.4
O=C(Nc1ccccc1)N(C1=NCCC1)c1ccc(OC(F)F)cc1,82,17,-42,-9,3,77,0,1,3,-1.1
COc1cccc(/C=N/NC(=O)CN(C2=NS(=O)(=O)c3ccccc32)c2ccccc2)c1,94,-2,-13,x,-1,97,-5,5,19,-2.7
O=C(Oc1ccccc1)N1CCN(c2ccc(F)cc2)CC1,99,-17,-24,27,2,103,0,3,12,0.0
CCCOC(=O)c1ccc(NC(=O)C2CCCO2)cc1 (stereo not given),89,-19,-49,8,1,96,-2,-7,11,-0.6
CCOC(=O)c1ccc(-n2[nH]c(-c3ccccc3)cc2=O)cc1,87,-18,97*,-14,1,84,-1,-19,7,-0.2
O=C(Nc1cccc(Cl)c1Cl)c1cc(S(=O)(=O)NCCc2ccccc2)ccc1F,93,8,-64,4,9,93,-1,-8,22,-1.1
Cc1cc(C)nc(-n2nc(C)cc2Nc2ccccc2)n1,40,-22,16,-72,-2,45,8,3,18,-1.0
Cc1ccccc1-c1nnc(SCCOc2ccc3c(C)cc(=O)oc3c2)o1,89,-11,-26,0,-1,95,-1,-2,5,0.7
S=C(NCCCc1ccccc1)Nc1ccccc1Cl,91,-7,10,x,-1,92,-6,-1,18,-3.9
CCOc1ccc(-n2c(SCc3nc(-c4ccc(C)cc4)no3)nnc2-c2ccncc2)cc1,17,-14,-3,22,17,27,0,-7,7,-0.8
COc1ccc(OC)c(NC(=O)COc2ccc(S(=O)(=O)NC(C)C)cc2)c1,97,-2,-33,6,3,90,3,17,4,-3.1
O=C1CC(=O)N2N=C(c3ccc([N+](=O)[O-])cc3)SC2=N1,91,-4,-19,x,4,103,-9,-8,12,-1.2
Cc1cc(N(C)C)ccc1[N+](=O)[O-],100,-1,-23,x,2,92,3,1,8,1.5
Cc1ccccc1S(=O)(=O)Nc1nc2ccccc2nc1N1CCOCC1,78,31,-13,-1,1,88,0,11,13,-3.9
C=C(C)C1CC=C(C)/C(=N/NC(=O)CNc2ccc(OCC)cc2)C1 (stereo not given),57,-19,-58,-5,2,70,3,-9,8,0.0
COC(=O)c1ccc(NC(=S)NC2CCCCC2C)cc1 (stereo not given),52,7,-44,9,1,56,-6,-8,14,-5.3
SMILES,bCat KO growth,Yeast life ext,Yeast growth inh,E-sel TNF inh,NPY-Y2 antag,HCT116 PTEN-null,Phagocytosis inh,GALR2 blocker,Measles CPE,MRP1 act
O=C(Nc1cccnc1)c1ccc2c(c1)OCO2,95,-13,-34,20,5,94,-1,7,7,-1.8
O=C(OCc1nc2scc(-c3ccccc3)c2c(=O)[nH]1)c1cc([N+](=O)[O-])ccc1Cl,102,-1,5,22,-3,105,-1,6,6,0.2
COc1cccc(N2C(C(C)=O)=NN(c3ccccc3)C2c2ccc(N3CCOCC3)cc2)c1 (stereo not given),76,3,-15,x,2,66,-2,0,2,-1.7
O=C(NC(C(=O)N/N=C/c1cccc2ccccc12)c1n[nH]c(=O)c2ccccc12)c1ccccc1 (stereo not given),77,-1,-30,-2,0,68,-1,10,3,-3.4
COc1ccccc1N1CCN(C(=O)Nc2ccc([N+](=O)[O-])cc2)CC1,87,-3,-25,2,3,75,-1,-2,7,0.1
Cc1cc(C)c2nc(NNC(=O)c3ccc(S(=O)(=O)N4CCc5ccccc5C4)cc3)sc2c1,4.0*,1,31,-11,1,6,x,18,5,-4.6
CC(C(=O)Nc1ccc2c(c1)OCCO2)N1CCN(C(=O)c2ccco2)CC1 (stereo not given),94,-16,5,5,2,99,-2,2,7,-1.2
Clc1ccc(COc2ccccn2)cc1Cl,99,-24,-25,x,0,93,x,9,4,-2.3
CC(=O)N(C)c1ccc(NC(=O)C(F)(F)F)cc1,92,x,-6,-12,2,93,x,2,3,-0.6
Cc1ccc(NCc2nnc(SCCN3CCCCC3)n2CC2CCCO2)cc1Cl (stereo not given),82,-3,16,-17,15,94,-3,1,5,-5.5
COc1ccc2c(CCNC(=O)c3ccco3)c[nH]c2c1,89,-8,-18,x,-1,96,1,0,3,-2.4
CN(C)c1ccc([N+](=O)[O-])cc1C(=O)O,86,0,-11,x,1,96,-19,-11,12,-0.4
Cc1ccc(S(=O)(=O)N2CCCCC2)cc1NC(=O)C1CC(=O)N(Cc2ccccc2)C1 (stereo not given),87,-1,-33,-17,4,85,-2,-11,5,-1.9
Cc1ccc(N(CC(=O)N2CC(=O)Nc3ccccc32)S(=O)(=O)c2ccc3c(c2)OCCO3)cc1,99,-6,-36,-9,0,86,x,-11,13,-1.5
CCOC(=O)/C(C#N)=C\C=C1C=CN(C)C=C1,92,12,-47,-3,3,82,x,-7,6,-0.8
Cn1nc(C(C)(C)C)c([N+](=O)[O-])c1C(=O)NCCO,102,5,-29,-7,1,98,-3,4,8,-1.2
Cc1oc(-c2ccccc2)cc1C(=O)Nc1ccc(N(C)C)cc1,92,-30,-18,2,2,87,-1,10,2,-2.3
Cc1[nH]n(-c2ccccc2)c(=O)c1/C=N/O,106,-14,5,x,5,100,x,-7,3,-0.7
Cc1occc1C(=O)NCc1cccs1,95,-5,-33,0,1,97,x,-13,14,-1.8
Cc1nn(-c2ccccc2)c(C)c1/C=N/O,105,5,-35,-13,3,100,-5,3,18,-1.2
COc1ccc(NC(=O)CSc2ccccn2)cc1,97,x,6,-11,1,103,x,0,9,-3.1

# Arranged by the number under Phagocytosis inh (ascending): four from the list above
molecule	Yeast life ext	E-sel TNF inh	NPY-Y2 antag	Phagocytosis inh	GALR2 blocker	Measles CPE
Clc1ss/c(=N\c2ccccn2)c1Cl	-12	2	5	-4	-3	13
COc1cccc(NC(=O)C(OC(=O)c2ccc([N+](=O)[O-])o2)c2ccccc2)c1 (stereo not given)	4	x	3	-3	3	8
Cc1cc(=O)[nH]c(N2CCCC2)n1	-19	8	-1	-2	2	7
O=C(Nc1cccnc1)c1ccc2c(c1)OCO2	-13	20	5	-1	7	7
